Compound activity from PubChem.
DRD3 agonist: qHTS of D3 Dopamine Receptor Agonist: qHTS. max activation, %. D3R DiscoveRx beta-arrestin cells, luminescence, 90 min. AID 652048, 2013. 410,000 compounds, 0.58% hits; in the data active = max activation above about 30%; note: 0% is about no effect; mostly tested at two doses, the higher about 12 µM
Target sequence (P35462 whole entry, looked up): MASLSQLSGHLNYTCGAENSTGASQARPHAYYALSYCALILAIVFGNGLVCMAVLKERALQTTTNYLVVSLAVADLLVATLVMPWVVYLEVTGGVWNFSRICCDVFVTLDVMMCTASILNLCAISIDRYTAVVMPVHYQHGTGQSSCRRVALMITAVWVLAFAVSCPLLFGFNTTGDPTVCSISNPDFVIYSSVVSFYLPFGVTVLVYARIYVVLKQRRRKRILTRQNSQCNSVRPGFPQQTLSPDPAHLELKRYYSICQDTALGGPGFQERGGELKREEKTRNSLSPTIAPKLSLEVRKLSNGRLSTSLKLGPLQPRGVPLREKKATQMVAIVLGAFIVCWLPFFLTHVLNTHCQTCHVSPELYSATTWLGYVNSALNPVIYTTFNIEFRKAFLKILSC
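Cells at 1500/well, incubated overnight, then treated with pinned compounds (dopamine as control) for 90 min at 37 degrees C. DiscoveRx reagent added for 30 - 60 minutes at room temperature; luminescence read.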
D3 antag: qHTS of D3 Dopamine Receptor Antagonist: qHTS; max response, negative = inhibition, %; D3R cells, DiscoveRx beta-arrestin luminescence, antagonist mode; hits give low values; 360,000 compounds, 2.5% hits; D(3) dopamine receptor (Homo sapiens), P35462; in the data active = max response below about -50%; inconclusive = no clear call, values can overlap the other calls; note: % is set by controls: 0 for no effect and ±100 for the full control effect; mostly tested at two doses, the higher about 12 µM
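Cells plated overnight at 1500 cells/well, then exposed to library compounds with dopamine controls for 90 minutes at 37 degrees C. DiscoveRx reagent added for 30–60 minutes at room temperature; luminescence read, quantitative HTS format.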
FUS suppressor: qHTS for Suppressors of FUS Proteinopathy: Primary screen using FUS-linked yeast assay | S. cerevisiae FUS-expressing, growth rescue, OD600, 24 h | Potency, µM (series often up to 76.6 µM), without a hit: top-dose growth rescue (activation), actives largely listed as activators | 390,000 compounds, 0.24% hits;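 note: potency is the fitted concentration of half-maximal effect; plate controls were DMSO vehicle for no effect and reference control for full effect; nearly all actives have a fitted effect of over 55% in size; some results filed as inactive show a strong effect at the top dose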
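Absorbance at 600 nm, taken 24hr after compound addition, measured rescue of FUS-yeast growth at 30C. Induction used 2% galactose with seeding at OD 0.005. Controls: CP55940 from 92uM final, DMSO only.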
TDP43 rescue: qHTS of TDP-43 Inhibitors; TDP-43 expressing yeast growth rescue, BacTiter-Glo, 24 h; Potency, µM (top dose mostly 46.1 µM), without a hit: at the top dose growth rescue (activation), most hits filed as activators; 410,000 compounds, 1.8% hits; AID 652104, 2013; note: potency is the fitted concentration of half-maximal effect; % of control where 0% means no effect; nearly all actives have a fitted effect of over 50% in size
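Galactose-induced TDP-43 yeast, OD600=0.02, compound pinned; 24 hr, 30 deg C; BacTiter-Glo luminescence for growth. Inhibitors of TDP-43 toxicity read as activators.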
EPAC2 antagonist: qHTS for Antagonist of cAMP-regulated guanine nucleotide exchange factor 2 (EPAC2): primary screen; Rap guanine nucleotide exchange factor 4 (Homo sapiens), Q8WZA2; EPAC2 GEF exchange of Rap1B-BODIPY-GDP, fluorescence; Potency, µM (doses to about 114 µM), for the others: at the highest dose activity, negative = inhibition, actives largely listed as inhibitors; 360,000 compounds, 0.18% hits; note: potency is the fitted concentration of half-maximal effect; % is set by controls: 0 for no effect and ±100 for the full control effect; nearly all actives have a fitted effect of over 45% in size; many of its hits are not listed in these tables
aSyn yeast inh: qHTS of alpha-syn Inhibitors; Potency, µM (top dose mostly 46.1 µM), for inactives: at the highest dose growth rescue (activation), hits mostly activators; Yeast expressing alpha-synuclein, growth rescue, BacTiter-Glo, 24 h; 370,000 compounds, 0.14% hits; note: potency is the fitted concentration of half-maximal effect; % of control where 0% means no effect; nearly all actives have a fitted effect of over 65% in size
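Rescue of yeast growth: cells expressing toxic alpha-synuclein, induced in galactose at OD600 0.02, incubated with compound 24 h at 30 C. ATP luminescence quantified growth; inhibitors of toxicity appear as activators.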
Abeta rescue: qHTS for compounds that reverse cellular toxicity of Amyloid beta (A-beta) peptide in yeast: Primary Screen; yeast expressing A-beta42, growth rescue, OD600, 48 h; response scale: 0% DMSO, 100% iron-clioquinol control; Potency, µM (series often up to 46.1 µM), for inactives: top-dose growth rescue, usual class: activators; 410,000 compounds, 0.063% hits; AID 1347071, 2019; note: potency is the fitted concentration of half-maximal effect; nearly all actives have a fitted effect of over 55% in size
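Yeast growth medium received pinned compounds, then yeast cells expressing toxic A-beta were added; plates incubated at 30 C for 48 hr. Growth read as absorbance at 600 nm, normalized to DMSO and equimolar FeCl3 plus clioquinol controls.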
EPAC2 ag: qHTS for Agonist of cAMP-regulated guanine nucleotide exchange factor 4 (EPAC2): primary screen; Rap guanine nucleotide exchange factor 4 (Homo sapiens), Q8WZA2; AID 720711, 2013; Potency, µM (titrated, usually from 154 µM), for inactives: at the top dose activation, most hits filed as activators; 360,000 compounds, 0.079% hits; EPAC2 activation, biochemical qHTS; response scale: 100% = 6.5 mM cAMP response; note: potency is the fitted concentration of half-maximal effect; nearly all actives have a fitted effect of over 50% in size
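Fluorescence exchange assay: 100 nM EPAC2 with 250 nM RAP1B-BODIPY-GDP and 50 uM GDP; compounds tested as a concentration-titration series (qHTS). Loss of Rap1-bound BODIPY-GDP fluorescence read at 480/540 nm; data normalized to 6.5 mM cAMP.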
Numbers without * were called inactive; ? = inconclusive; . = no result given; [ ] = another dose, or the depositor's remark. Unless noted, calls come from the whole dose curve; as a rule, active = well fitted curve in the direction sought with a large enough effect; inconclusive = small, poorly fitted or top-dose-only effect, or another doubt; inactive = no such curve, though single readings can be large; an effect the other way counts as inactive or inconclusive. These rows are one share of the data. The share of hits here may be higher or lower than overall.

Below each compound: DRD3 agonist | D3 antag | FUS suppressor | TDP43 rescue | EPAC2 antagonist | aSyn yeast inh | Abeta rescue | EPAC2 ag
> COc1ccc(-c2nn(-c3ccccc3)cc2C(=O)NC2CCCCC2C)cc1 (stereo unspecified)
  -7 | 5 | -8% | -2% | 1% | 5% | -2% | 9%
> COc1ccc(S(=O)(=O)N2CCCCCC2)cc1NC(=O)Cc1ccc(OC)c(OC)c1
  -2 | 0 | 31% | 18% | -3% | 10% | -3% | 4%
> COc1ccc2sc(N(CCN(C)C)C(=O)/C=C/c3cccs3)nc2c1
  -17 | -86* | 9% | 6% | -4% | 10% | -8% | 2%
> Nc1nonc1-n1nnc(C(=O)N/N=C/c2cccs2)c1-c1ccc2c(c1)OCO2
  -8 | -6 | 18% | -13% | 1% | 3% | 2% | -4%
> Cc1ccc(SCCNC(=O)c2cccc([N+](=O)[O-])c2C)cc1
  1 | -3 | 0% | -7% | -21% | 8% | -63%[inhibitor] | 1%
> N#CCn1cnc2sc(-c3ccccc3)cc2c1=O
  1 | -1 | 29% | 18%[9.22 µM] | 7% | -1% | -3% | -5%
> CC(=O)c1ccc(-n2nncc2C(C)(C)C)cc1
  -19 | -4 | 6% | -19% | 13% | 13% | 3% | 4%
> Cc1ccc(-c2noc(C3CCCN(C(=O)c4ccc(Cl)cc4)C3)n2)o1 (stereo unspecified)
  13 | 14 | 8% | 14% | -9% | 19% | -8% | 0%
> CCOc1ccc(C(=O)N(CC)CC(=O)Nc2ccc3c(c2)OCCO3)cc1
  0 | 10 | 6% | -1% | -13% | 2% | 0% | -1%
> CCOC(=O)Cc1csc(NC(=O)c2cc(-c3ccncc3)nc3ccccc23)n1
  2 | 25 | 7% | 1% | 0% | 6% | -49%[inhibitor] | 1%
> CCCCNC(=O)C(NC(=O)Cc1cc(OC)cc(OC)c1)C(=O)c1ccccc1 (stereo unspecified)
  1 | 1 | 9% | 18% | 5% | 1% | 6% | 1%
> Cc1cc(NC(=O)Cn2c(=O)oc3ccccc32)no1
  -2 | 0 | -17% | 8% | 5% | 1% | 13% | -1%
> COc1ccc2cc(C(=O)Nc3ccccc3)sc(=O)c2c1OC
  -8 | 1 | . | 12% | -18% | 8% | 21% | 2%
> CC(C)C[C@@H]1CC2=C(C(=O)OC(C)(C)O2)[C@H](CCc2ccccc2)O1
  9 | 14 | 12% | 23% | -17% | 6% | 6% | -2%
> COC(=O)N/N=C/c1cc(Cl)cc(Cl)c1OCc1ccccc1
  -12 | 9 | . | 8% | -9% | -7% | 2% | -1%

Below each compound: DRD3 agonist | D3 antag | FUS suppressor | TDP43 rescue | EPAC2 antagonist | aSyn yeast inh | Abeta rescue | EPAC2 ag
> Cc1cc(NC(=O)COC(=O)C(C)Oc2ccc(Cl)cc2Cl)no1 (stereo unspecified)
  3 | 6 | 18% | -10% | ? | -1% | 9% | 3%
> CC(=O)n1cc(/C=N/NC(=O)c2ccccc2Cl)c2ccccc21
  -6 | 5 | -25% | 17% | -9% | -14% | 5% | 8%
> Cc1cccc(NC(=O)CCN2C(=O)c3cccc([N+](=O)[O-])c3C2=O)c1
  2 | -4 | -19% | 9% | -5% | -9% | 1% | 9%
> N#CCSc1nc2c(c(C3CC=CCC3)c1C#N)CCC2 (stereo unspecified)
  -3 | -19 | 19% | ? | -4% | 4% | 2% | 20%
> Cc1ccsc1C(=O)OCc1nc2ccccc2c(=O)[nH]1
  30 | 16 | ? | 0% | 11% | 0% | -10% | 7%
> COc1cc2sc3cc(NCc4ccc5c(c4)OCO5)ccc3c(=O)c2cc1OC
  41* | 66 | 21% | 21% | 5% | 2% | 26% | 8%
> COc1ccc(NC(=O)Cn2cc(C(=O)c3ccccc3)c(=O)c3cc(OC)ccc32)c(OC)c1
  -14 | . | -21% | 8% | . | . | -9% | .
> O=C(N1CCCCC1)N1CCCN(C(=O)N2CCCCC2)CC1
  3 | 22 | -25% | 2% | 14% | -12% | 16% | 3%
> O=C(O)c1ccccc1C(=O)N1CCN(c2ccccc2)CC1
  -6 | ? | -15% | 21% | -5% | 10% | 14%[9.22 µM] | -5%
> N#CC1=C(N)OC2=C(CN(Cc3ccccc3)C/C2=C\c2cccnc2)C1c1cccnc1 (stereo unspecified)
  3 | 20 | -2% | -7% | 27%[57.1 µM] | 3% | 5% | -5%
> Cc1ccc(-n2c3nc(=O)[nH]c(=O)c-3cc3cc([N+](=O)[O-])ccc32)cc1C
  -3 | ? | 21% | -5% | -9% | -5% | -17% | 0%
> CCOCCc1nnc(NC(=O)C(=O)c2cc(C)n(-c3cccc(C)c3)c2C)s1
  3 | . | ? | 35µM* | . | . | -12% | .
> CCCCn1c(N)c(N(CCOC)C(=O)c2cccc(S(=O)(=O)N(C)c3ccc(C)cc3)c2)c(=O)[nH]c1=O
  2 | 11 | 26% | 15% | 8% | 3% | -6% | 2%
> CN(C)/C=C(\C#N)C(N)=C(C#N)C#N
  2 | -7 | 0% | 16%[9.22 µM] | 5% | -1% | -7% | 16%
> O=C(O)c1ccc(NC(=S)NC(=O)c2ccc(-c3ccccc3)cc2)cc1
  -6 | -15 | 2% | 18% | -12% | 2% | 23% | 5%

Below each compound: DRD3 agonist | D3 antag | FUS suppressor | TDP43 rescue | EPAC2 antagonist | aSyn yeast inh | Abeta rescue | EPAC2 ag
> O=[N+]([O-])c1ccc(NN=Cc2cccc3ccccc23)cc1
  -8 | -17 | -8% | -10% | 7% | -4% | 3% | 4%
> O=C(Nc1ccc(Cl)cc1)N1CCOC12CCCCC2
  -5 | -1 | -5% | 8% | -10% | -1% | -6% | -3%
> O=C(NCCc1ccccc1)c1cc(-c2ccco2)on1
  22 | 22 | 18% | -10% | 7% | 3% | -4% | 3%
> Cc1nc2ncnn2c(C)c1CCC(=O)N1CCN(c2ccccn2)CC1
  2 | -13 | 11% | 0% | -4% | -1% | 11% | 7%
> CCOC(=O)C1CCCN(C(=O)c2cc(-c3ccc(F)cc3)nc3ccccc23)C1 (stereo unspecified)
  29 | -8 | 37% | -15% | -25% | -4% | -9% | 8%
> CCOC(=O)Cn1c(=O)n(CC2CCCO2)c2nc(-c3cccc(C)c3)nc(C(N)=O)c21 (stereo unspecified)
  4 | . | -11% | 0% | . | -1% | -11% | .
> CCSC(=O)N=Nc1ccc(O)cc1
  -15 | -1 | . | -10% | -19% | -17% | -16% | -18%
> COC(=O)CNC(=O)c1c(C)cc(=O)oc1C
  12 | ? | -15% | -8% | 11% | -8% | 0% | -1%
> COc1ccc(OC)c(NC(=O)CCn2cccc2)c1
  3 | 24 | 21% | 15% | 5% | 0% | 17% | 3%
> C[C@@H](C(=O)OCC(=O)c1ccccc1)N1C(=O)C2CCCCC2C1=O (stereo partly specified)
  -2 | 4 | -2% | 15% | 6% | 6% | 5% | 4%
> Cc1ccccc1CN1c2ccccc2-c2nc(SCC(=O)NCc3ccccc3)ncc2S1(=O)=O
  -3 | . | 5% | -5% | . | . | -9% | .
> O=C(O)c1c(-c2ccccc2)cnc2ccccc12
  1 | 16 | -9% | 13% | 2% | 0% | 10% | 2%
> Cc1ccc(C(C)(C)C)c(OCCN2CCCC2)c1
  -7 | 2 | . | 3% | 5% | 2% | -2% | -2%
> COc1cc2c(C(=O)O)c(C)n(-c3ccccc3)c2c2ccccc12
  10 | 14 | 6% | -3% | -11% | 0% | 18% | 1%
> O=C(Cc1cccs1)Nc1ccc(Cl)cc1
  -2 | 10 | -11% | 12% | -1% | -9% | 8% | 4%

Structural class: those above containing a COOH group
Below each compound: DRD3 agonist | D3 antag | FUS suppressor | TDP43 rescue | EPAC2 antagonist | aSyn yeast inh | Abeta rescue | EPAC2 ag
> O=C(O)c1ccccc1C(=O)N1CCN(c2ccccc2)CC1
  -6 | ? | -15% | 21% | -5% | 10% | 14%[9.22 µM] | -5%
> O=C(O)c1ccc(NC(=S)NC(=O)c2ccc(-c3ccccc3)cc2)cc1
  -6 | -15 | 2% | 18% | -12% | 2% | 23% | 5%
> O=C(O)c1c(-c2ccccc2)cnc2ccccc12
  1 | 16 | -9% | 13% | 2% | 0% | 10% | 2%
> COc1cc2c(C(=O)O)c(C)n(-c3ccccc3)c2c2ccccc12
  10 | 14 | 6% | -3% | -11% | 0% | 18% | 1%

Going on with the list.
Below each compound: DRD3 agonist | D3 antag | FUS suppressor | TDP43 rescue | EPAC2 antagonist | aSyn yeast inh | Abeta rescue | EPAC2 ag
> CCN1CCN(c2csc3ccc(F)cc3c2=O)CC1
  11 | . | 24% | -26% | . | . | 4% | .
> O=C(CN(c1cc(C(F)(F)F)ccc1Cl)S(=O)(=O)c1ccccc1)NCCc1ccccc1
  0 | . | 11% | 23% | . | . | 12% | .
> O=C(c1ccc(Cl)c(S(=O)(=O)N2CCOCC2)c1)N1CCCCCC1
  -8 | 2 | 3% | -1% | -6% | 3% | -2% | 7%
> COCCOC(=O)C1=C(C)NC(=O)NC1c1cn(-c2ccccc2)nc1-c1ccccc1 (stereo unspecified)
  3 | . | 15% | 0% | . | . | 3% | .
> CCOc1ccccc1NC(=O)COC(=O)c1cccc(-c2ccc(OC(C)=O)cc2)c1
  6 | 28 | . | 0% | 15% | -21% | 8% | 8%
> COc1cc(CN(C(=O)COc2ccc(Br)cc2)c2ccccn2)cc(OC)c1OC
  1 | . | 38% | 17% | . | . | -17% | .
> COc1ccccc1NC(=O)c1cc(S(=O)(=O)NCCC2=CCCCC2)ccc1F
  3 | . | ? | 18% | . | . | 10% | .

Sorted by SMILES length (falling): some entries from above
Below each compound: DRD3 agonist | D3 antag | FUS suppressor | TDP43 rescue | EPAC2 antagonist | aSyn yeast inh | Abeta rescue | EPAC2 ag
> O=C(CN(c1cc(C(F)(F)F)ccc1Cl)S(=O)(=O)c1ccccc1)NCCc1ccccc1
  0 | . | 11% | 23% | . | . | 12% | .
> COc1cc(CN(C(=O)COc2ccc(Br)cc2)c2ccccn2)cc(OC)c1OC
  1 | . | 38% | 17% | . | . | -17% | .
> O=C(c1ccc(Cl)c(S(=O)(=O)N2CCOCC2)c1)N1CCCCCC1
  -8 | 2 | 3% | -1% | -6% | 3% | -2% | 7%
